# SARS 3CLpro inh: SARS-CoV 3CLpro protease inhibition; P0C6X7; recombinant SARS-CoV 3CLpro, quenched FRET peptide cleavage; inhibition, % at 6 µM; 290,000 compounds, 0.14% hits; AID 1706; in the data active = inhibition above about 12%
# Y pestis TopoI: Y. pestis Topo-I inhibition via cleavage products; Y. pestis Topo-I cleavage product accumulation, plate reader; activity, % at 10 µM; 360,000 compounds, 0.064% hits; AID 504884; in the data active = activity above about 50%, passing the limit was not always enough; note: inactives centre near 2
# PriA SSB inh: inhibitors of Klebsiella pneumoniae PriA binding to SSB C-terminal tail; inhibition, % at 33 µM; AlphaScreen SSBct-PriA binding, biotinylated peptide; 430,000 compounds, 0.6% hits; in the data active = inhibition mostly above about 37%, no sharp cut-off; inactive = mostly below about 20%;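 note: plate controls were negative control peptide for no effect and reference peptide for full effect; strong numbers were not always called active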
# Rv3671c inh: inhibits the M. tuberculosis serine protease Rv3671c. P9WHR9. inhibition, % at 5.96 µM. 320,000 compounds, 0.048% hits. AID 2606; in the data active = inhibition above about 38%;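 note: extracellular domain of Rv3671c used as enzyme; 0% = enzyme with DMSO and 100% = no enzyme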
# Target sequence (P9WHR9 whole entry, looked up, the tested form may be a part): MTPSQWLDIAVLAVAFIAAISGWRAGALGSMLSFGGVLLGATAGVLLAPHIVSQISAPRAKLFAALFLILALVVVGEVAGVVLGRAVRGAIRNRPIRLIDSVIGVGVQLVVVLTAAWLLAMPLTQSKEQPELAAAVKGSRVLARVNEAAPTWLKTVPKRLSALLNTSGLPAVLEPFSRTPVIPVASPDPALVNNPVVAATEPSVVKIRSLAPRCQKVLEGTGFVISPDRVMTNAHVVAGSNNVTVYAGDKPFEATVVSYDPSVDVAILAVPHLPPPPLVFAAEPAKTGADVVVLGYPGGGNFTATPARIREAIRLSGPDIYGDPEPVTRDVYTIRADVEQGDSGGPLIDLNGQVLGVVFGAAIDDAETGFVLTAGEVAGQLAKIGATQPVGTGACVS
# TcdB inh: TcdB glycohydrolase inhibition | P18177 | TcdB glycohydrolase enzymatic assay, plate reader | inhibition, % at 9.99 µM | 350,000 compounds, 0.24% hits | AID 652162; in the data active = inhibition above about 10%
# BH1578 lux ind: induces V. cholerae light production without autoinducers; V. cholerae BH1578 lux reporter, luminescence, 6 h; activation, % at 18.7 µM; 350,000 compounds, 0.16% hits; AID 588436; in the data active = activation mostly above about 9.7%, no sharp cut-off; note: not every result past the cut was called active; inactives centre near 0; reference of the scale not given here
# PfHsp40 yeast: rescue of PfHsp40-mediated yeast toxicity; 340,000 compounds, 0.68% hits; growth rescue, % at 12.5 µM; S. cerevisiae expressing PfHsp40, growth rescue, ATP luminescence; in the data active = growth rescue above about 28%, passing the limit was not always enough;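 note: yeast W303a lacking pdr1 and pdr3 grown in galactose medium; growth measured after three days at 30 °C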
# DUSP3 inh: inhibitors of human VHR1 phosphatase (DUSP3) | recombinant VHR phosphatase, pNPP absorbance | inhibition, % at 13.3 µM | 290,000 compounds, 0.52% hits; in the data active = inhibition above about 50%; note: some compounds called inactive have numbers as strong as hits
# Target sequence (P51452 whole entry, looked up): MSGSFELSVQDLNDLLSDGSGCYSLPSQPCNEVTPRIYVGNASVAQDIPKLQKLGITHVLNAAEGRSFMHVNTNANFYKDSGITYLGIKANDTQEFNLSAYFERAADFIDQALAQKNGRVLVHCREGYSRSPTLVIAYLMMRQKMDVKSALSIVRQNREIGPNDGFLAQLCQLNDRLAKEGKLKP
# MazF activator: increases E. coli MazEF RNase cleavage of RNA; activation, % at 20 µM; P0AE70; FAM/BHQ RNA-DNA oligo cleavage fluorescence, 5 h; 350,000 compounds, 0.32% hits; in the data active = activation above about 50%
# Target sequence (P0AE70 whole entry, looked up): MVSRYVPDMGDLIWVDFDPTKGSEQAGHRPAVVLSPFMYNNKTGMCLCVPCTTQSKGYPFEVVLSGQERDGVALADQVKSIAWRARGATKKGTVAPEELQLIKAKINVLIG
# Anthrax LF inh2: blocks Bacillus anthracis lethal factor protease; multiplex microsphere protease cleavage assay, LF; inhibition, % at 10 µM; 360,000 compounds, 0.12% hits; in the data active = inhibition above about 30%; note: plate controls were buffer without enzyme for full effect and enzyme alone for no effect
# Numbers without * were called inactive; i = inactive; x = not tested or not shown.
SMILES,SARS 3CLpro inh,Y pestis TopoI,PriA SSB inh,Rv3671c inh,TcdB inh,BH1578 lux ind,PfHsp40 yeast,DUSP3 inh,MazF activator,Anthrax LF inh2
Cc1nc2cc(C(F)(F)F)ccc2n1CCNc1nc(-c2cc(Cl)c(N)c(Cl)c2)cs1,5,-10,7,-13,1.0,-0.4,1.1,33,-3,-4
Cc1ccc2[nH]c3c(c2c1)CN(C(=O)CN1CCN(c2ccccn2)CC1)CC3,-1,8,-4,-4,x,-0.5,1.5,45,13,-9
CCOc1ccc(NC(=O)C2CCCN(S(=O)(=O)c3ccc4c(c3)CC(C)N4C(C)=O)C2)cc1 (centres undefined),-1,1,-5,-1,1.8,i,1.5,9,3,-2
O=C(Nc1ccccc1)NC1CCCc2ccccc21 (centres undefined),-1,-4,-5,-2,1.3,-0.2,1.0,21,5,0
COc1ccc(COC(=O)c2sc3nc4n(c(=O)c3c2C)CCC4)cc1,x,1,-10,-10,-1.1,i,0.8,x,8,-2
Cn1cccc1CC(=O)NNC(=S)NC(=O)c1ccc(F)cc1,-4,2,-1,-7,0.5,1.3,-2.3,33,-4,2
CCC(=O)N1CCN(c2ccnc3cc(Cl)ccc23)CC1,1,-6,-9,3,1.5,i,0.2,17,15,-7
Cc1ccccc1NC(=O)C1CCN(C(=O)NC2CCCCC2)CC1,2,-4,-8,0,0.2,-0.1,-0.3,17,0,-2
O=C(CSc1nnc(Cc2ccccc2)o1)NCCc1ccccc1,0,5,-3,2,1.9,-0.3,1.2,-3,4,-2
COc1ccc(-n2c(C)nnc2SCC(=O)N2CCOCC2)cc1,2,-7,-12,7,1.4,1.5,-1.6,-32,2,0
Cc1ccc(NC(=S)NCC2CCN(C(C)c3ccccc3)C2)cc1C (centres undefined),2,1,1,-1,2.0,-0.5,-0.8,-6,6,-7
O=C(NNC1=C(C(=O)C(F)(F)F)CCC1)c1ccncc1,1,6,-20,10,-5.4,-1.1,19,2,8,-12
CCC(NC(=O)C1CCC1)c1ccc(C)cc1 (centres undefined),3,8,-9,1,x,-2.2,-1.0,13,-33,0
NC(=O)C1C2CCC(C2)C1C(N)=O (centres undefined),x,-2,-1,x,-5.7,1.1,-0.6,x,-5,-2
CC1CCC(NC(=O)C2CCC(CNS(=O)(=O)c3cccc4nsnc34)CC2)CC1 (centres undefined),0,10,1,-1,2.7,-0.2,3.1,29,-8,0
Cn1nc(C(F)(F)F)c(C(=O)Nc2ccc(F)cc2F)c1Sc1ccc(C(F)(F)F)cc1,-1,-2,-26,0,0.4,2.7,2.1,27,-7,-1
Cc1nnc(SCc2nnc(-c3ccccc3Br)o2)n1-c1ccccc1,-1,8,-5,-1,x,i,-0.4,5,12,-1
CCOc1ccccc1CNc1nc2ccccc2n1C,-4,2,2,-1,2.4,i,0.4,-29,2,-6
CN1CCN(CCNC(=O)Nc2ccc([N+](=O)[O-])cc2)CC1,1,-6,-5,8,0.7,i,-0.8,13,3,-2
COc1ccc(-c2noc(CCC(=O)N(C)c3cccc(C)c3)n2)cc1,-3,42,-14,-3,x,i,1.8,30,-12,0
COc1ccc(C(=O)N=c2sc3ccccc3n2C)cc1,3,12,-7,-6,-5.7,-0.3,0.0,3,14,-1
CN(CC(=O)Nc1ccc(N2CCOCC2)cc1)Cc1c(O)ccc2ccccc12,0,2,-2,2,1.0,1.4,0.8,30,0,-7
Cc1c(O)ccc(C(=O)CN2CCN(c3ccccc3)CC2)c1O,2,-11,-3,3,0.3,i,0.1,4,-11,-4
Cc1cccc(OCCNC(=O)c2ncn[nH]2)c1,-6,-5,-4,10,-0.1,i,-1.5,6,6,-7
COCCn1c(SCC(=O)NC(C)c2ccc(F)cc2)nc2ccccc21 (centres undefined),-7,-3,-6,4,0.5,-0.1,-1.2,16,-40,7
CC(C)CNC(=O)c1ccc2c(c1)C(=O)N(Cc1ccco1)C2=O,3,2,-2,-7,0.1,-0.4,-1.8,-4,3,-10
Oc1ccc(Cl)cc1C1=NNC(c2cc(Br)cc3c2OCOC3)C1 (centres undefined),-4,2,1,3,0.6,-0.5,-0.2,14,-4,-8
Cc1nn(Cc2ccccc2Cl)c2sc(C(=O)Nc3ccccc3N3CCOCC3)cc12,6,-6,-2,-12,2.0,-0.3,-1.1,4,-16,0
Cc1cccc(NC(=S)NC2CC3CCC(C2)N3Cc2ccco2)c1C (centres undefined),-4,0,-16,-2,0.5,i,-0.3,11,5,-1
CC(=O)Nc1ccc(S(=O)(=O)NCCC(=O)Nc2ccc(C)c(F)c2)cc1,0,4,-9,-1,0.8,-0.2,-1.1,26,-26,2
COc1ccc(C)cc1NC(=O)c1[nH]c(C)c(C(C)=O)c1C,-3,-4,-3,-7,x,-0.3,1.1,-4,-4,-1
COCCNC(=O)Cn1c(=O)n(CCCC(=O)NCc2ccc3c(c2)OCO3)c(=O)c2sccc21,1,0,0,3,0.9,i,0.2,-10,11,-1
Cc1cc(C(=O)OCc2nc3ccccc3s2)c(C)o1,5,-3,0,-5,x,i,-0.3,-3,-2,1
CCC(=O)N1CCN(c2ccc(NC(=O)COc3ccccc3Cl)cc2)CC1,-1,13,1,2,-3.5,-4.2,-1.3,-2,-6,-2
O=C(N1CCOCC1)N1CCN(c2ccccc2)CC1,-2,-3,-8,0,x,i,-1.8,17,2,-4
Clc1cccc(-c2nc(NCCCN3CCOCC3)c3ccccc3n2)c1,-2,13,5,-3,1.5,i,-1.1,32,1,-4
COc1ccc(C(O)c2ncc(-c3cccc(F)c3)[nH]2)cc1F (centres undefined),x,-8,x,x,2.0,-0.2,x,x,x,-4
Cc1cc2oc(=O)cc(CN3CCN(Cc4ccccc4)CC3)c2cc1Cl,-5,4,-28,0,x,-6.7,0.3,3,-5,0
O=C(O)c1ccc(Oc2ccc([N+](=O)[O-])cc2)c([N+](=O)[O-])c1,x,-6,5,x,-8.5,i,0.3,x,-6,-4
COc1cc(OC)cc(C2(C#N)CCN(C)CC2)c1,5,-3,-6,4,0.3,-0.3,-1.1,-9,-1,-2

# Of the compounds above, these contain bromine.
SMILES,SARS 3CLpro inh,Y pestis TopoI,PriA SSB inh,Rv3671c inh,TcdB inh,BH1578 lux ind,PfHsp40 yeast,DUSP3 inh,MazF activator,Anthrax LF inh2
Cc1nnc(SCc2nnc(-c3ccccc3Br)o2)n1-c1ccccc1,-1,8,-5,-1,x,i,-0.4,5,12,-1
Oc1ccc(Cl)cc1C1=NNC(c2cc(Br)cc3c2OCOC3)C1 (centres undefined),-4,2,1,3,0.6,-0.5,-0.2,14,-4,-8

# Later entries.
SMILES,SARS 3CLpro inh,Y pestis TopoI,PriA SSB inh,Rv3671c inh,TcdB inh,BH1578 lux ind,PfHsp40 yeast,DUSP3 inh,MazF activator,Anthrax LF inh2
COc1ccc(S(=O)(=O)Nc2cccc(N(C)S(C)(=O)=O)c2)cc1Br,-1,10,-9,3,x,-0.2,-0.3,13,8,-2
CCOCCn1c(CN2CCC(Cc3ccccc3)CC2)nc2c1c(=O)n(C)c(=O)n2C,-3,-7,2,12,-3.7,-0.4,-2.1,25,-7,2
Cc1ccccc1CSCC(=O)Nc1c(C)n(C)n(-c2ccccc2)c1=O,2,-4,9,4,0.8,-0.4,-1.2,-1,-4,-2
O=c1cc(-c2ccccc2)oc2ccccc12,x,0,-12,-5,1.0,-0.5,-0.5,x,8,-3
CCCc1nc2ccccc2n1CCOC,0,2,-12,-5,x,i,-0.3,8,1,6
COc1cc(NC(=O)c2ccccc2F)c(OC)cc1NC(=O)CN1CCCCC1,-2,23,6,-3,2.3,-0.3,-1.3,23,-1,0
N/C(=N\OC(=O)CCc1ccccc1)c1ccc(Cl)cc1,2,0,i,5,x,i,-0.9,-13,7,-9
C=CC1=C2C=C(C3CC3)N(CC3CC3)C=C2C(=O)C(C)(OC(=O)c2ccco2)C1=O (centres undefined),x,6,5,-11,-1.6,-1.4,-0.7,x,-25,-14
Cc1ccc(S(=O)(=O)NCCNC(=O)c2ccccc2)cc1,-2,6,4,0,x,0.6,0.4,14,-5,-3
CC(=O)Nc1ccc(NC(=O)c2ccc(COc3ccc(C)cc3)o2)cc1,-1,8,4,-16,-0.5,i,0.2,16,2,7
CCOc1ccccc1OCCCCOc1ccccc1F,3,33,-108,-4,1.2,-1.0,1.8,-8,-5,-1
O=C(NCC(=O)N1CCCC(C(F)(F)F)C1)c1ccccc1F (centres undefined),x,4,1,-5,1.9,-5.1,-1.2,x,2,2
CCOc1ccc(S(=O)(=O)Nc2ccc(C(=O)NCc3ccncc3)cc2)cc1,x,-14,-5,-10,1.0,-0.3,0.2,x,7,-1
COc1ccc(Nc2nc(NN)nc(Nc3ccc(OC)cc3)n2)cc1,4,4,100*,3,0.1,-0.3,-0.7,10,16,-13
CCN(CC)CCNC(=O)c1ccc(NC(=O)/C=C/c2cc(OC)c(OC)c(OC)c2)cc1,-1,-8,5,-1,0.8,i,-0.5,11,-3,-3
CCOC(=O)N1CCC(N2Cc3cccc(C(=O)Nc4ccc(S(=O)(=O)N(CC)CC)cc4)c3C2=O)CC1,3,-2,1,3,2.2,-0.3,-1.6,-2,7,-2
O=C(Nc1ccnn1C1CCN(C/C=C/c2ccccc2)CC1)c1ccccc1,6,-2,1,3,0.5,1.0,-2.5,6,-1,1
CCOC(=O)C1=Nc2ccccc2C1=[N+]=[N-],-1,-1,-4,6,x,-2.8,33*,-2,0,0
O=C1c2ccccc2C(=O)N1CCn1c(=O)oc2ccccc21,0,-5,-1,-4,0.1,-0.3,-1.0,-2,-9,-2
CCOc1ccc(S(=O)(=O)NCCC(=O)Nc2ncccc2C)cc1,1,1,0,-8,1.2,i,-0.2,4,7,8
CCOC(=O)C1CCCN(C(=O)Nc2cccc(Cl)c2)C1 (centres undefined),-10,3,-1,-15,x,-7.1,-0.5,13,5,0
CCC(C)C(NC(=O)CCC(=O)OCC(=O)[C@@]1(O)CCC2[C@@H]3CCC4=CC(=O)C=C[C@]4(C)C3[C@@H](O)C[C@@]21C)C(=O)O (some centres undefined),-2,1,2,-2,0.8,i,1.4,-16,5,-8
C[C@H](NC(=O)c1nc[nH]c1C(=O)N[C@@H](Cc1ccccc1)C(=O)OCc1ccccc1)C(=O)OC(C)(C)C,6,30,13,-16,0.9,i,1.5,17,-3,-2
Cc1ccc(Nc2nc(-c3sc(C)nc3C)cs2)cc1,3,10,20,13,0.7,i,3.2,-4,9,x
CCCn1nc(C(=O)Oc2ccc3c(C)cc(=O)oc3c2)c2ccccc2c1=O,-1,8,-12,0,-1.0,-0.3,0.1,7,-1,-6
Cc1cc(C)nc(N(C#N)CCOc2ccccc2)n1,-3,16,-4,6,x,-5.2,-1.3,18,3,2
Cc1c(Cc2c(C)n(C)n(-c3ccccc3)c2=O)c(=O)n(-c2ccccc2)n1C,0,6,-11,8,x,i,-0.4,-8,-3,-2
COc1ccc(/C=C2\SC(=S)N(CCC(=O)Nc3cccc(C(=O)O)c3)C2=O)cc1,6,-3,10,1,-0.2,-0.2,-1.4,80,0,3
CCOC(=O)CNC(=O)c1ccc2[nH]c3c(c2c1)CCCC3,3,3,-7,2,-0.2,i,-1.7,32,5,-3
O=C(CSc1nnc(C2CC2)n1-c1ccccc1)NCCc1ccc(F)cc1,0,4,-10,-10,x,i,-1.3,19,-8,0
COc1ccc(C(=O)Nc2ccc(S(=O)(=O)NC(C)C)cc2)cc1,4,5,-6,-2,x,-0.6,-0.6,5,0,0
Cn1cc(CCNC(=O)CCc2nnc(CCCCc3ccccc3)o2)cn1,0,5,-18,6,0.9,0.9,-0.5,22,-16,5

# Looked up above.
# DUSP3 inh with COc1ccc(/C=C2\SC(=S)N(CCC(=O)Nc3cccc(C(=O)O)c3)C2=O)cc1 → 80
# PriA SSB inh with Cc1ccc(Nc2nc(-c3sc(C)nc3C)cs2)cc1 → 20
# Y pestis TopoI with Cc1c(Cc2c(C)n(C)n(-c3ccccc3)c2=O)c(=O)n(-c2ccccc2)n1C → 6
# Y pestis TopoI with CCOC(=O)CNC(=O)c1ccc2[nH]c3c(c2c1)CCCC3 → 3
# BH1578 lux ind with CCCn1nc(C(=O)Oc2ccc3c(C)cc(=O)oc3c2)c2ccccc2c1=O → -0.3
# Y pestis TopoI with COc1ccc(C(=O)Nc2ccc(S(=O)(=O)NC(C)C)cc2)cc1 → 5

# Source: PubChem (several laboratories)

# Only part of the results is shown, so the mix of outcomes need not match the whole.
